Screens: PubChem, ICCB-Longwood Screening Facility, Harvard Medical School
Polio RdRp inh: poliovirus RdRp elongation inhibitors, primary screen, biochemical, fluorescence polarization, total intensity; poliovirus polymerase elongation; stronger effect = lower value; % elongation, % (compound at 16.7 µg/mL); actives 0.66% (n = 150,000); AID 588519, 2011; in the data active means % elongation below about 90%; further: some results filed as inactive read as strong as hits
Target sequence (P03300 1749-2209 limits assumed): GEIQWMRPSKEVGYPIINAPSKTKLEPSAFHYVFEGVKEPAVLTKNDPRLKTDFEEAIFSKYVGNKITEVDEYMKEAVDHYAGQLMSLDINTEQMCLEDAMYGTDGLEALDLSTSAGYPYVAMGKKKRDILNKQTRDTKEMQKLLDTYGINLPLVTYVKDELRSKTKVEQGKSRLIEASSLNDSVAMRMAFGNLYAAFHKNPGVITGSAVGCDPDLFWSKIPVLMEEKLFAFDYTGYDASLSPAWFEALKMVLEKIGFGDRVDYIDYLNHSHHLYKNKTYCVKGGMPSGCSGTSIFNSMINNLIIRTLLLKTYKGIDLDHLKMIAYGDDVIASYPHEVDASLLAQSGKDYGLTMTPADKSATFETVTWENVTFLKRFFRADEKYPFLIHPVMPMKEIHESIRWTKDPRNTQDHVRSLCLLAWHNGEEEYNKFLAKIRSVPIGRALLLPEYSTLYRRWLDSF
Polio RdRp inh FP z-score: second read-out of Polio RdRp inh, no call of its own (marks repeat the call); z-score; measured here: FP z-score; hits read low
An asterisk follows results filed as active; & = joins results of further samples. An excerpt. The share of hits here may be higher or lower than overall.

A first look, 18 compounds:
SMILES	Polio RdRp inh	Polio RdRp inh FP z-score
O=C(CCS(=O)(=O)c1cccc2nonc12)Nc1cccc(F)c1	106	0.4
CN(Cc1nc(-c2ccccc2)no1)S(=O)(=O)c1ccccc1	101	0.2
O=C(Oc1ccc(OCc2ccccc2)cc1)c1ccc(-n2cnnn2)cc1	105	0.2
CCOc1ccc(Nc2oc(/C=C/c3cc(OC)c(OC)c(OC)c3)nc2C#N)cc1	115	1.7
CCCCOc1ccc(-c2nonc2NC(=O)c2ccco2)cc1	103	0.1
CCOc1ccc(NC(=O)COn2nnc3ccc(S(=O)(=O)N4CCOCC4)cc32)cc1	97	-1.5
CC1CCCCN1C(=O)CSc1nnc2ccccn12 (stereo not given)	101	-0.6
Cc1cccc(OCc2ccc(-c3nc(C#N)c(NCc4cccnc4)o3)o2)c1	110	0.6
CCOc1cc(CNc2ccc(C(=O)O)cc2)ccc1OCc1ccccc1	101	-0.4
CC(NC(=O)COc1ccccc1C(C)(C)C)c1ccccc1 (stereo not given)	102	0
COc1cccc(CNC(=O)C(C)n2ccc3cc(S(=O)(=O)N4CCCCCC4)ccc32)c1 (stereo not given)	101	-1.4
CC(C(=O)Nc1ccccc1C(=O)N1CCCC1)n1nnc2ccccc21 (stereo not given)	101	0
O=c1oc2ccccc2cc1-c1nc(-c2cccc(Cl)c2)cs1	108	0.1
COC(=O)C1C(=O)/C(=C/N(C)C)C(=O)CC1(C)C (stereo not given)	105	1.4
C/C(=N\NC(=O)COc1ccccc1)C1C(=O)c2ccccc2C1=O	101	-0.2
Cc1ccc(Nc2cc(C)nc3nc(Cc4ccc(Cl)cc4)nn23)cc1	110	0.9
C=CCSc1nc(O)c(CC(C)C)c(=O)[nH]1	101	-0.2
O=C(c1csc2c1CCCC2)N1CCN(S(=O)(=O)c2cccs2)CC1	101	0

This part in full (from the top)
SMILES	Polio RdRp inh	Polio RdRp inh FP z-score
O=C(CCS(=O)(=O)c1cccc2nonc12)Nc1cccc(F)c1	106	0.4
CN(Cc1nc(-c2ccccc2)no1)S(=O)(=O)c1ccccc1	101	0.2
O=C(Oc1ccc(OCc2ccccc2)cc1)c1ccc(-n2cnnn2)cc1	105	0.2
CCOc1ccc(Nc2oc(/C=C/c3cc(OC)c(OC)c(OC)c3)nc2C#N)cc1	115	1.7
CCCCOc1ccc(-c2nonc2NC(=O)c2ccco2)cc1	103	0.1
CCOc1ccc(NC(=O)COn2nnc3ccc(S(=O)(=O)N4CCOCC4)cc32)cc1	97	-1.5
CC1CCCCN1C(=O)CSc1nnc2ccccn12 (stereo not given)	101	-0.6
Cc1cccc(OCc2ccc(-c3nc(C#N)c(NCc4cccnc4)o3)o2)c1	110	0.6
CCOc1cc(CNc2ccc(C(=O)O)cc2)ccc1OCc1ccccc1	101	-0.4
CC(NC(=O)COc1ccccc1C(C)(C)C)c1ccccc1 (stereo not given)	102	0
COc1cccc(CNC(=O)C(C)n2ccc3cc(S(=O)(=O)N4CCCCCC4)ccc32)c1 (stereo not given)	101	-1.4
CC(C(=O)Nc1ccccc1C(=O)N1CCCC1)n1nnc2ccccc21 (stereo not given)	101	0
O=c1oc2ccccc2cc1-c1nc(-c2cccc(Cl)c2)cs1	108	0.1
COC(=O)C1C(=O)/C(=C/N(C)C)C(=O)CC1(C)C (stereo not given)	105	1.4
C/C(=N\NC(=O)COc1ccccc1)C1C(=O)c2ccccc2C1=O	101	-0.2
Cc1ccc(Nc2cc(C)nc3nc(Cc4ccc(Cl)cc4)nn23)cc1	110	0.9
C=CCSc1nc(O)c(CC(C)C)c(=O)[nH]1	101	-0.2
O=C(c1csc2c1CCCC2)N1CCN(S(=O)(=O)c2cccs2)CC1	101	0
CCOc1ccc(-c2nc3s/c(=C\C4=Cc5ccccc5OC4)c(=O)n3n2)cc1	102	0
COc1ccccc1CNC(=O)c1cc2c(=O)oc3ccc(C)cc3c2s1	106	0.3
COc1ccc(/C=N/NC(=S)NC(C)C)cc1	97	-0.4
Cc1cccc(NC(=O)C2CCN(S(=O)(=O)c3ccc4[nH]c5c(c4c3)CCCCC5)CC2)c1	111	0.9
O/N=C1\CCOc2ccc3ccccc3c21	101	-0.2
CCn1c(C(=O)NCc2ccc(C)cc2)cc2sc(Cl)cc21	114	0.9
COC(CNC(=O)CN1CCN(Cc2ccccc2)C1=O)OC	100	-0.7
CC(C)CC(=O)NCC(c1ccc2c(c1)OCO2)N1CCN(c2ccc(F)cc2)CC1 (stereo not given)	121	3.3
O=C(CNCC1CCCCC1)Nc1ccccc1N1CCCCC1	100	-0.4
CC(=O)N(c1ccccc1)c1nc(COC(=O)c2cnc(C)cn2)cs1	115	2.2
CC(=O)Nc1cc(NC(C)=O)c2nc(N)sc2c1	101	0.1
Cc1cccc(Nc2nnc(SCC(=O)Nc3sccc3C#N)s2)c1C	112	1.3

Another view of two compounds above.
SMILES | Polio RdRp inh | Polio RdRp inh FP z-score
O=C(c1csc2c1CCCC2)N1CCN(S(=O)(=O)c2cccs2)CC1 | 101 | 0
COC(CNC(=O)CN1CCN(Cc2ccccc2)C1=O)OC | 100 | -0.7

Additional compounds follow.
SMILES	Polio RdRp inh	Polio RdRp inh FP z-score
Cc1ccc(C)c(OCc2nnc(SCN3C(=O)c4ccccc4C3=O)o2)c1	102	-0.2
O=c1cc(COc2cccc(C(F)(F)F)c2)nc2sc3c(n12)CCCC3	107	-0.2
COc1ccc(CCNC(=O)CSc2nnc3sc4ccccc4n23)cc1	105	0.7
CC(C)c1nc2sc3c(N4CCCCC4)ncnc3c2c2c1CCCC2	105	0.1
CCc1ccccc1NC(=O)c1cc(-c2ccc(OC)cc2)on1	101	-0.3
CCOC(=O)c1ccc(-c2c(C(=O)OCC)oc3cc(O)c(CC)cc3c2=O)o1	99	-0.5
COC(=O)Nc1ccc(S(=O)(=O)NCC(OC)OC)cc1	104	0.4
CCCC(=O)N1CCN(c2nc3c(OC)ccc(C)c3s2)CC1	102	-1.1
COc1ccc(CN=Cc2ccc(NC(C)=O)cc2)cc1	106	0.4
CCOc1cc(C)c2c(=O)c(-c3ccccn3)c(C)oc2c1	102	0
O=C(OCC(=O)N1CCCc2ccccc21)C1COc2ccccc2O1 (stereo not given)	105	0.1
O=C1CSC(c2ccc3c(c2)OCO3)N1c1ccc(Cl)cc1 (stereo not given)	101	0
CCOC(=O)c1c(C)[nH]c(C)c1S(=O)(=O)N1CCN(c2ccccc2OC)CC1	103	-0.1
COc1ccc(Cl)cc1NC(=O)c1nc2nc(-c3ccccc3)cc(C(F)(F)F)n2n1	100	-0.7
Cc1ccc(CNC(=O)c2cccc(Nc3nc4ccccc4n4nnnc34)c2)cc1	107	0.4
Cc1ccc(Cl)cc1-n1c(=O)cc(N2CCN(c3ccccc3)CC2)[nH]c1=O	104	-0.9
C=CCN1C(=O)C2C(C(=O)NCc3ccccc3)C3C=CC2(O3)C1C(=O)NC1CCCC1 (stereo not given)	104	0.6
Cc1cc(C)c2c(=O)[nH]c(SCC(=O)NCCc3ccccc3)nc2n1	100	-0.1
O=C(Cn1ncc2c([nH]c3ccccc32)c1=O)NCCc1ccsc1	105	1.1
COc1ccccc1N1CC(C(=O)Nc2nc(C)cs2)CC1=O (stereo not given)	107	0.5
CCOC(=O)C1=NN(c2ccc(C)cc2)CC1C(=O)OC (stereo not given)	103	0.6
CC1Cc2cc(S(=O)(=O)NCc3ccccc3)ccc2N1C(=O)C1CCC1 (stereo not given)	114	1.7
Cc1cc(-c2nc(C(=O)N3CCCCC3)cs2)no1	107	0.9
CC1CC(C)CN(C(=O)c2ccco2)C1 (stereo not given)	102	-0.4
N#Cc1cccc(NC(=O)C2SC(=NCc3ccco3)C(C(=O)N3CCCC3)=C2N)c1 (stereo not given)	99	0
Cc1ccc2c(c1)-c1c(cnn1CC(=O)NCCc1ccc(S(N)(=O)=O)cc1)CO2	102	0
CC(=O)NCc1c(I)c(NC(C)=O)c(I)c(C(=O)O)c1I	100	0
Cc1ccccc1NC(=O)c1ccc2c(c1)c(C)c(C)n2Cc1ccccc1	110	0.8
Cc1[nH]c2ccccc2c1C(=O)CSc1nc2ccccc2o1	103	0.7
Cn1c(=O)c2cc(C(=O)NC3CCCCCC3)sc2c2ccccc21	101	-0.4
O=C(CSc1ncc(-c2ccccc2)[nH]1)Nc1ccc(F)cc1F	107	0.3
CCN(CC)C(=O)COc1ccc2c(c1)C(=O)CC(C)(C)O2	101	-0.1
Nc1sc2c(c1C(=O)N1CCOCC1)CCCC2	73	-3.2
CN(Cc1ccccc1)c1nnnn1-c1ccccc1	102	-0.1
CCC(C)NC(=O)COc1cc(=O)n(C)c2ccccc12 (stereo not given)	101	0
CCOC(=O)c1cccc(NC(=O)Cn2ncc3c(=O)oc4ccccc4c32)c1	107	0
CCOc1ccc(C(=O)Nc2cccc(NC(=O)c3ccc(C(C)(C)C)cc3)c2)cc1Br	105	0.2
CCc1c(C#N)c(N)nc2sc(C(=O)OCc3ccccc3)c(N)c12	101	0.2
CCOc1ccc(N=c2scc(-c3ccc(S(=O)(=O)N4CCCCC4)cc3)n2CCCO)cc1	102	0.1
Cc1ccc(C(=O)c2cnc3ccccc3c2N2CCCC2)cc1	104	0.4
COc1ccccc1Nc1nc2c(S(=O)(=O)c3c(C)cc(C)cc3C)nnn2c2ccccc12	105	1.5
Cc1ccccc1OCCSc1nc(C(C)C)cc(=O)[nH]1	104	0.6
COC(=O)c1cnn(-c2ccc(C(=O)Nc3cccc(C(C)=O)c3)cc2)c1N	106	-0.2
O=C1c2cccc(OCC(=O)N3CCCc4ccccc43)c2CCN1Cc1cccnc1	101	0
O=C(OCc1cccc(COC(=O)c2ccc(Cl)cc2)n1)c1ccc(Cl)cc1	101	-0.3
COc1ccc(-c2cn3c(C)c(C(=O)N4CCCc5ccccc54)sc3n2)cc1	101	0.2
CCc1ccc(NC(=O)CN(c2ccccc2)S(=O)(=O)N(C)C)cc1	101	0.5
CCCOc1ccc(/C=N/NC(=O)CN2CCCCC2)cc1	103	0.5
Cc1cccc(-n2ccnc2SCC(=O)N2CCN(C(=O)C3COc4ccccc4O3)CC2)c1 (stereo not given)	106	0.3
COc1ccc(N2CCN(CCCNC(=O)Nc3ccccc3Cl)CC2)cc1	102	-1.8
CC1CCCCC1NC(=O)CSc1nnc(-c2ccccc2Br)o1 (stereo not given)	93	-1
CCOc1ccc2nc(Cl)c(CN(Cc3ccco3)C(=O)c3ccco3)cc2c1	106	1.8
CCOc1ccc(N(CC)C(=O)CCc2nc(-c3ccccc3F)no2)cc1	102	-0.8
O=C(O)CCc1ccc(Br)cc1	104	0
O=C(CSc1nc(-c2ccccc2)cc(=O)[nH]1)N1CCc2ccccc21	100	-0.4
Cc1cccc(N2CCN(C(=O)C3CCN(S(=O)(=O)c4c(C)noc4C)CC3)CC2)c1C	110	-0.6
CCOC(=O)C1CCN(CCC(=O)Nc2ccc(Br)c(C)c2)CC1	108	0.7
Fc1ccc(-c2csc(Cc3nnc4n3CCCCC4)n2)cc1	100	-0.4
O=C(CSc1cccc[n+]1[O-])NCC1CCCO1 (stereo not given)	102	-0.4
COc1ccc(CCNC(=O)c2c(C)nn(-c3ccc(F)cc3)c2-n2cccc2)c(OC)c1OC	112	1
Next section.
SMILES	Polio RdRp inh	Polio RdRp inh FP z-score
Cc1ccc(CNC(=O)CSc2nc(N3CCCCC3)nc(N3CCCCC3)n2)cc1	98	-0.5
Cc1c(Cc2ccccc2)c(Cl)n2c(nc3ccccc32)c1C#N	100	-0.4
CCS(=O)(=O)N1Cc2ccccc2CC1C(=O)NCCc1ccccc1 (stereo not given)	106	0.3
Oc1c(C=Nc2ccccc2)sc2ccccc12	114	2
CCC(C)NC(=O)C1CCC(CNS(=O)(=O)c2ccc(C)cc2)CC1 (stereo not given)	98	-0.3
CC(C)(C)C(=O)CSc1nc(N)c(C#N)c(-c2cccs2)c1C#N	101	0
Cc1ccc(-c2cc(C(=O)N3CCCCC3C)c3ccccc3n2)cc1 (stereo not given)	102	0.3
Cc1cc(C)c2sc(N3CCN(C(=O)C(C)(C)C)CC3)nc2c1	101	-0.4
CC1(C)CC(=O)c2cc(O)ccc2O1	99	-0.6
CN(CCC(=O)O)Cc1cccnc1	101	-0.2
Cc1nn2c(=O)cc(COc3ccc(/C=C(\C#N)C(=O)Nc4ccc(F)cc4)cc3)nc2s1	103	-1
CCn1c(CSc2ncnc3sccc23)nc2cc(S(=O)(=O)N(C)C)ccc21	100	-0.4
Cc1oc(C)c(C(N)=O)c1C(N)=O	104	0.9
COc1ccc(-n2cc(-c3ccc4c(c3)OCO4)n(CC(=O)Nc3cccc(C)c3C)c2=O)c(OC)c1	111	-0.2
CCc1ccccc1NC(=O)Cn1c(=O)n(CCc2ccccc2)c(=O)c2ccccc21	108	0.7
O=C(NC1C2CCCC1CN(C1CC1)C2)c1ccc(Cl)cc1 (stereo not given)	105	0.8
Fc1ccc2[nH]c(-c3cccs3)cc2c1	119	4
Cc1ccc(NC(=O)CSc2nnc(C)s2)c(C)c1	105	0
Cc1cc(F)ccc1NC(=O)CCS(=O)(=O)c1ccc2c(c1)CC(C)N2C(=O)C1CC1 (stereo not given)	110	0.5
c1ccc(C2CCC(NCCN3CCOCC3)CC2)cc1 (stereo not given)	100	0.1
CCCCC1(COC(=O)CCC(=O)O)C(=O)N(c2ccccc2)N(c2ccccc2)C1=O	100&98	0&0
COCCNC(=O)c1nc(Nc2ccc(F)cc2F)c2ccccc2n1	101	-0.1
CC(C)(C)C(O)CSc1nc2ccccc2[nH]1 (stereo not given)	103	0.9
Cc1nc(-c2ccc3c(c2)CCN3Cc2nnc(-c3ccco3)o2)cs1	108	0.9
C=CCn1c(-c2ccccc2)nn(CN2CC(C)OC(C)C2)c1=S (stereo not given)	104	0.2
CCn1c(C(=O)Nc2ccc(C(C)C)cc2)cc2sc(Cl)cc21	100	-0.2
Cc1cc(/C=C2\C(=O)NC(=S)N(C)C2=O)c(C)n1C1CC1	87	-5.6
CN(CC(=O)Nc1ccc(Cl)cc1)C(=O)c1ccc(OC(F)F)cc1	110	0.9
